Screens as filed in PubChem.
BioA inh: M. tuberculosis BioA enzyme inhibitors, primary screen, biochemical, plate reader, single point, HTS; 0.096% of 360,000 active; inhibition, % at 9.99 µM; purified M. tuberculosis BioA enzyme; 7,8-diaminopelargonic acid synthase BioA (Mycobacterium tuberculosis); AID 602481, 2012; in the data active means inhibition above about 40%
Active calls of the source: *; & = joins results of further samples. These rows are one share of the data (hit frequency here may not be typical).

SMILES	BioA inh
COCC(=O)Nc1ccc2c(c1)C(=O)N(C)C[C@H](OC)[C@H](C)CN(C(=O)c1cnccn1)[C@@H](C)CO2	-0.9
COc1cccc(S(=O)(=O)N(C)C[C@@H]2Oc3ncc(C#Cc4ccc(C(F)(F)F)cc4)cc3C(=O)N([C@H](C)CO)C[C@@H]2C)c1	-1.9
C[C@@H]1CN([C@@H](C)CO)C(=O)c2cc(NC(=O)Cc3cn(C)c4ccccc34)ccc2O[C@@H]1CN(C)C(=O)NC1CCCCC1	-2.5
COc1ccc(S(=O)(=O)Nc2ccc3c(c2)C(=O)N([C@H](C)CO)C[C@H](C)[C@@H](CN(C)Cc2ccc(C(=O)O)cc2)OCCCC[C@H](C)O3)cc1	-1.4
N#C[C@H]1[C@H](c2ccc(C#CCC3CCCC3)cc2)[C@@H](CO)N1C(=O)CN1CCOCC1	3.9
COc1ccc(CN(C)C[C@@H]2Oc3ccc(NC(=O)Nc4ccc(F)cc4)cc3C(=O)N([C@@H](C)CO)C[C@@H]2C)cc1	-1.0
O=C(Nc1cccc(Cl)c1)N1C[C@@H]2[C@H](c3ccccc31)[C@@H](CO)N2Cc1cccnc1	2.2
O=C(CN1CCOCC1)N[C@@H]1CC[C@@H](CCNC(=O)Nc2cc(F)ccc2F)O[C@H]1CO	-2.9
COc1ccccc1NC(=O)Nc1ccc2c(c1)C(=O)N(C)C[C@H](OC)[C@@H](C)CN[C@H](C)CO2	-1.5
CN(C)C(=O)[C@@H]1[C@@H](CO)[C@@H]2Cn3c(ccc(C4=CCCCC4)c3=O)[C@@H]2N1Cc1ccc2c(c1)OCO2	0.7
C[C@@H]1CN([C@H](C)CO)C(=O)c2cc(N(C)C)ccc2O[C@@H](C)CCCCO[C@@H]1CN(C)S(=O)(=O)c1cccs1	16
COCC#Cc1ccc2c(c1)O[C@@H](CN(C)Cc1ccncc1)[C@@H](C)CN([C@@H](C)CO)S2(=O)=O	-0.4
C[C@@H]1CN([C@H](C)CO)C(=O)Cc2cc(NC(=O)CCC(F)(F)F)ccc2O[C@H]1CN(C)CC1CCCCC1	-3.8
CCS(=O)(=O)Nc1ccc2c(c1)C(=O)N(C)[C@@H]1CC[C@H](CC(=O)NCc3ccccc3F)O[C@@H]1CO2	-0.6
CCCNC(=O)C[C@@H]1CC[C@H]2[C@@H](COC[C@@H](O)CN2C(=O)c2ccccn2)O1	-2.8
COc1cccc(NC(=O)N2C[C@H](O)COC[C@@H]3O[C@H](CC(=O)NC4CCC4)CC[C@H]32)c1	-1.2
CCNC(=O)Nc1ccc2c(c1)C(=O)N(C)[C@H]1CC[C@@H](CC(=O)N[C@H](C)c3ccccc3)O[C@@H]1CO2	1.5
CCCN1[C@@H]2Cn3c(ccc(-c4ccccc4OC)c3=O)[C@H]1[C@@H](C(=O)NCc1ccccn1)[C@@H]2CO	-5.8
C[C@@H]1CN([C@@H](C)CO)C(=O)c2cc(NC(=O)Nc3ccc4c(c3)OCO4)ccc2O[C@@H](C)CCCCO[C@@H]1CN(C)Cc1ccc2c(c1)OCO2	-0.3
C[C@@H]1CCCCO[C@H](CN(C)C(=O)Nc2ccccc2)[C@@H](C)CN([C@@H](C)CO)C(=O)c2cc(NS(=O)(=O)c3ccc(Cl)cc3)ccc2O1	6.7
Cc1ccc(S(=O)(=O)Nc2ccc3c(c2)CC(=O)N([C@H](C)CO)C[C@H](C)[C@H](CN(C)Cc2ccc(-c4ccccc4)cc2)O3)cc1	2.7
Cc1noc(C)c1NC(=O)N[C@H]1CC[C@@H](CCNC(=O)C2CC2)O[C@@H]1CO	-2.8
CNC[C@@H]1Oc2ccc(N)cc2C(=O)N([C@@H](C)CO)C[C@H]1C	-3.1
O=C(NCC[C@@H]1CC[C@@H](NS(=O)(=O)Cc2ccccc2)[C@H](CO)O1)C1CCCCC1	-3.3
CO[C@@H]1CN(C)C(=O)c2ccc(NC(=O)c3ccno3)cc2OC[C@H](C)N(S(C)(=O)=O)C[C@H]1C	0.0

Going on with the list.
SMILES	BioA inh
CN1[C@@H]2c3ccc(-c4cccnc4)c(=O)n3C[C@@H]2[C@@H](CO)[C@@H]1C(=O)N1CCc2ccccc2C1	10
C[C@@H]1CN([C@H](C)CO)S(=O)(=O)c2ccc(C#CC3(O)CCCC3)cc2O[C@@H]1CN(C)C	-2.8
COc1ccc(CN(C)C[C@H]2OCCCC[C@@H](C)Oc3ccc(NC(=O)C4CCCCC4)cc3C(=O)N([C@H](C)CO)C[C@@H]2C)cc1	-4.2
C[C@H](CO)N1C[C@H](C)[C@H](CN(C)C(=O)c2ccc3c(c2)OCO3)Oc2cc(-c3ccccc3)ccc2S1(=O)=O	-0.4
COc1cccc(S(=O)(=O)N2C[C@H](O)COC[C@@H]3O[C@@H](CC(=O)N4CCCCC4)CC[C@H]32)c1	-0.7
CO[C@@H]1CC[C@@H]2CCN(C)C(=O)C[C@H](c3ccccc3)CN(C)C(=O)c3cc(C#N)ccc3OC[C@H]1O2	0.1
COc1ccc(CN2C[C@H](O)COC[C@@H]3O[C@H](CC(=O)N4CCc5ccccc5C4)CC[C@H]32)cc1	1.6
N#C[C@@H]1[C@H](c2ccc(C#Cc3ccccc3F)cc2)[C@H](CO)N1C(=O)c1cccnc1	3.3
CC(C)NC(=O)N(C)C[C@@H]1Oc2ccc(NC(=O)c3ccncc3)cc2C(=O)N([C@@H](C)CO)C[C@@H]1C	0.5
C[C@H]1CN([C@@H](C)CO)C(=O)c2cccc(NC(=O)C3CCCCC3)c2O[C@H]1CN(C)Cc1ccc(Oc2ccccc2)cc1	-1.7
CNC(=O)C[C@H]1CC[C@@H]2[C@H](COc3ccc(NC(=O)c4cccc(F)c4)cc3C(=O)N2C)O1	38&27
CO[C@@H](CN(C)C(=O)c1ccc2c(c1)OCO2)[C@@H](C)CN([C@@H](C)CO)S(=O)(=O)c1ccc(C)cc1	-2.4
COC(=O)C[C@@H]1CC[C@H]2[C@@H](COC[C@@H](O)CN2S(=O)(=O)c2ccccc2OC)O1	-1.8
C[C@H](CO)N1C[C@H](C)[C@H](CN(C)C(=O)c2cnccn2)Oc2cc(Br)ccc2S1(=O)=O	3.7
C[C@@H](NC(=O)C[C@@H]1CC[C@H](NC(=O)c2cccnc2)[C@H](CO)O1)c1ccccc1	0.4
C[C@@H](NC(=O)C[C@H]1C[C@@H]2c3cc(NC(=O)CC4CC4)ccc3O[C@@H]2[C@@H](CO)O1)c1ccccc1	2.3
CCCN(C)C[C@@H]1OCCCC[C@@H](C)Oc2ccc(NS(=O)(=O)c3cn(C)cn3)cc2C(=O)N([C@H](C)CO)C[C@@H]1C	-1.9
COc1ccc(S(=O)(=O)Nc2ccc3c(c2)C(=O)N([C@@H](C)CO)C[C@H](C)[C@H](CN(C)S(=O)(=O)c2cn(C)cn2)OCCCC[C@@H](C)O3)cc1	2.6
CO[C@H]1CN(C)C(=O)c2cc(NC(C)=O)ccc2OC[C@H](C)NC[C@@H]1C	1.7
C[C@@H]1CN([C@@H](C)CO)S(=O)(=O)c2ccc(C3=CCCC3)cc2O[C@H]1CN(C)C(=O)Cc1ccncc1	-4.6
CN(C)CC(=O)Nc1ccc2c(c1)[C@@H]1C[C@H](CC(=O)NCc3cc(F)ccc3F)O[C@@H](CO)[C@@H]1O2	-0.3
CCC(=O)N(C)C[C@H]1Oc2cc(C#Cc3ccccn3)ccc2S(=O)(=O)N([C@H](C)CO)C[C@H]1C	1.1
C[C@@H]1CN([C@@H](C)CO)S(=O)(=O)c2ccc(C3=CCCCC3)cc2O[C@H]1CN(C)C(=O)Cc1ccccc1	2.0
C=CCOC(=O)[C@@H]1[C@H]2C(=O)O[C@H](c3ccccc3)[C@H](c3ccccc3)N2[C@H](c2ccc(OCCOC(=O)[C@H]3C[C@H]4C(=O)N5CCC[C@H]5C(=O)N4[C@H]3c3ccc(O)cc3)cc2)[C@@]12C(=O)Nc1ccccc12	0.2
Cc1ccc(S(=O)(=O)Nc2ccc3c(c2)C(=O)N([C@@H](C)CO)C[C@H](C)[C@H](CN(C)S(=O)(=O)c2ccc(C)cc2)OCCCC[C@H](C)O3)cc1	-3.1

Part of the list above in order of formula weight, descending:
SMILES	BioA inh
C=CCOC(=O)[C@@H]1[C@H]2C(=O)O[C@H](c3ccccc3)[C@H](c3ccccc3)N2[C@H](c2ccc(OCCOC(=O)[C@H]3C[C@H]4C(=O)N5CCC[C@H]5C(=O)N4[C@H]3c3ccc(O)cc3)cc2)[C@@]12C(=O)Nc1ccccc12	0.2
COc1ccc(CN(C)C[C@H]2OCCCC[C@@H](C)Oc3ccc(NC(=O)C4CCCCC4)cc3C(=O)N([C@H](C)CO)C[C@@H]2C)cc1	-4.2
CC(C)NC(=O)N(C)C[C@@H]1Oc2ccc(NC(=O)c3ccncc3)cc2C(=O)N([C@@H](C)CO)C[C@@H]1C	0.5
CCC(=O)N(C)C[C@H]1Oc2cc(C#Cc3ccccn3)ccc2S(=O)(=O)N([C@H](C)CO)C[C@H]1C	1.1
C[C@@H](NC(=O)C[C@H]1C[C@@H]2c3cc(NC(=O)CC4CC4)ccc3O[C@@H]2[C@@H](CO)O1)c1ccccc1	2.3
CNC(=O)C[C@H]1CC[C@@H]2[C@H](COc3ccc(NC(=O)c4cccc(F)c4)cc3C(=O)N2C)O1	38&27
CO[C@H]1CN(C)C(=O)c2cc(NC(C)=O)ccc2OC[C@H](C)NC[C@@H]1C	1.7

Retrieved by structure from above:
SMILES	BioA inh
CC(C)NC(=O)N(C)C[C@@H]1Oc2ccc(NC(=O)c3ccncc3)cc2C(=O)N([C@@H](C)CO)C[C@@H]1C	0.5
C[C@H](CO)N1C[C@H](C)[C@H](CN(C)C(=O)c2ccc3c(c2)OCO3)Oc2cc(-c3ccccc3)ccc2S1(=O)=O	-0.4

Remaining list, next part.
SMILES	BioA inh
C/C=C/c1ccc2c(c1)O[C@H](CN(C)C(=O)Nc1cccc(F)c1)[C@@H](C)CN([C@H](C)CO)S2(=O)=O	7.2
C[C@@H]1CCCCO[C@@H](CN(C)C(=O)Nc2ccccc2)[C@H](C)CN([C@@H](C)CO)C(=O)c2cc(NS(=O)(=O)c3ccc(F)cc3)ccc2O1	0.5
CC(C)C#Cc1ccc([C@H]2[C@@H](CO)N3CCCCN(C(=O)NC(C)C)C[C@@H]23)cc1	5.3
CNC[C@H]1Oc2ccc(NC(=O)Nc3ccc4c(c3)OCO4)cc2CC(=O)N([C@H](C)CO)C[C@H]1C	-2.9
COc1ccccc1NC(=O)N[C@@H]1CC[C@@H](CC(=O)N[C@@H](C)c2ccccc2)O[C@@H]1CO	-2.8
N#Cc1cccc(-c2ccc3c(c2)[C@@H]2[C@@H](CCN2C(=O)c2ccccc2F)[C@@H](CO)N3)c1	0.8
COc1ccc(CN(C)C[C@@H]2OCCCC[C@@H](C)Oc3ccc(NC(=O)Nc4ccc5c(c4)OCO5)cc3C(=O)N([C@@H](C)CO)C[C@@H]2C)cc1	-0.4
C[C@@H]1CN([C@@H](C)CO)C(=O)c2cc(NS(=O)(=O)c3cn(C)cn3)ccc2O[C@H]1CN(C)C	1.2
Cc1ccc(S(=O)(=O)N(C)C[C@H]2Oc3c(NC(=O)c4ccc(-c5nccs5)cc4)cccc3C(=O)N([C@H](C)CO)C[C@H]2C)cc1	0.2
C[C@H]1CN([C@@H](C)CO)C(=O)c2cccc(NC(=O)c3cnccn3)c2O[C@H]1CN(C)C(=O)Nc1ccc(F)cc1	0.0
C[C@H]1CN([C@@H](C)CO)C(=O)c2cc(C3=CCCCC3)cnc2O[C@@H]1CN(C)C(=O)Cc1cccnc1	8.5
C[C@@H]1CCCCO[C@H](CN(C)S(C)(=O)=O)[C@@H](C)CN([C@@H](C)CO)C(=O)c2cc(NS(=O)(=O)c3ccccc3)ccc2O1	0.3
CC(C)NC(=O)N(C)C[C@@H]1Oc2cc(C#CCN(C)C)ccc2S(=O)(=O)N([C@H](C)CO)C[C@H]1C	-2.2
C[C@@H]1CN([C@@H](C)CO)C(=O)c2cc(-c3cccnc3)cnc2O[C@H]1CN(C)Cc1ccc(Oc2ccccc2)cc1	-0.5
C[C@H]1CN([C@@H](C)CO)C(=O)Cc2cc(NC(=O)CCCN(C)C)ccc2O[C@@H]1CN(C)C(=O)Nc1ccc2c(c1)OCO2	-2.2
O=C(C[C@@H]1CC[C@H]2[C@@H](COC[C@H](O)CN2C(=O)c2ccccc2F)O1)NCc1ccc(Cl)c(Cl)c1	-0.8
C[C@H]1CCCCO[C@@H](CN(C)CC2CCCCC2)[C@@H](C)CN([C@@H](C)CO)C(=O)c2cc(NS(=O)(=O)c3ccc(Cl)cc3)ccc2O1	5.4
C[C@@H]1CN([C@@H](C)CO)C(=O)c2cc(NC(=O)Nc3ccc(F)cc3)ccc2O[C@@H](C)CCCCO[C@H]1CN(C)C(=O)C1CCCCC1	-1.6
COc1ccc(NC(=O)N(C)C[C@H]2Oc3c(NC(=O)c4ccc(-c5nccs5)cc4)cccc3C(=O)N([C@@H](C)CO)C[C@H]2C)cc1	0.5
C[C@@H]1CN([C@H](C)CO)C(=O)Cc2cc(NC(=O)CCN3CCOCC3)ccc2O[C@@H]1CN(C)Cc1ccc(Oc2ccccc2)cc1	-0.3
C/C=C/c1ccc2c(c1)O[C@H](CN(C)C(=O)c1ccccn1)[C@@H](C)CN([C@@H](C)CO)S2(=O)=O	0.3
C[C@@H]1CN([C@H](C)CO)C(=O)c2cc(Br)cnc2O[C@@H]1CN(C)CC1CCOCC1	-2.7
C[C@H]1CN([C@@H](C)CO)C(=O)c2cc(N(C)C)ccc2O[C@@H]1CN(C)Cc1ccc2c(c1)OCO2	1.2
CN1C[C@@H]2[C@H](c3ccccc31)[C@H](CO)N2Cc1ccccc1	-1.3
C[C@H](CO)N1C[C@H](C)[C@@H](CN(C)Cc2ccc(-c3ccccc3)cc2)Oc2ccc(NC(=O)Cc3ccccc3)cc2CC1=O	-2.9
CC(C)NC(=O)N[C@H]1C=C[C@@H](CC(=O)O)O[C@@H]1CO	-0.9
C[C@H](CO)N1C[C@H](C)[C@H](CN(C)S(=O)(=O)c2ccccc2)Oc2ncc(C#Cc3ccc(F)cc3)cc2C1=O	-2.6
C[C@@H]1CCCCO[C@H](CN(C)C(=O)c2ccccc2)[C@@H](C)CN([C@@H](C)CO)C(=O)c2cc(NC(=O)NC3CCCCC3)ccc2O1	-0.3
O=C(C[C@@H]1C=C[C@H](NC(=O)Nc2cccc(F)c2)[C@@H](CO)O1)NCC1CCCCC1	-0.5
